NR5A2 inv ag – suppresses constitutive activity of human LRH-1 | actives 0.13% (n = 360,000) | O00482 | inhibition, % at 3.6 µM | AID 602396 | HEK293T StAR-luciferase reporter, LRH-1 transfected, 24 h;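 active = inhibition above the mean inhibition of all tested compounds plus 3 SD, cut at about 73% in these data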;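 note: 0% = DMSO wells and 100% = reporter-only cells lacking LRH-1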
Target sequence (O00482 whole entry, looked up): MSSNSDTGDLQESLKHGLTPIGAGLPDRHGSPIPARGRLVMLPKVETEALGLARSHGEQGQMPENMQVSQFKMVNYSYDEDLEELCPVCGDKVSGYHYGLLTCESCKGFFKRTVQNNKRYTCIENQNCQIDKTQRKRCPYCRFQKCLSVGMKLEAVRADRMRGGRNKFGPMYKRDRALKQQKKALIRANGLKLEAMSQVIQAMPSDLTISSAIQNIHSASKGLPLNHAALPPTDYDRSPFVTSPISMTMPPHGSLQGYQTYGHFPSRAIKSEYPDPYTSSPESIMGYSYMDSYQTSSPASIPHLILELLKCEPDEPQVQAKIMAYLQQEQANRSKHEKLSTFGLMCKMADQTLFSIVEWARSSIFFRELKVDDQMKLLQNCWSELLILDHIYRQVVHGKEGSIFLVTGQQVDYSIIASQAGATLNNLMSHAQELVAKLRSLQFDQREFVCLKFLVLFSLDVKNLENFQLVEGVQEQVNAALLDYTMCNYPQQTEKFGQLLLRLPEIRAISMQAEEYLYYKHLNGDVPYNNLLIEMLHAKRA
NCOA1 inh – inhibits human SRC1 coactivator | AID 588354 | Q15788 | actives 0.12% (n = 360,000) | inhibition, % at 3.6 µM | HEK293 GAL4-SRC1 luciferase reporter, luminescence;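 active = inhibition above the campaign mean plus 3 SD, with each screening campaign given its own cutoff, cut at about 60% in these data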;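 note: 0% = DMSO treated cells and 100% = gossypol at 36 µM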
KKLEB tox – counter-screen for CF NF-kB inhibitors: cytotoxicity. KKLEB CF airway cells viability, ATPlite luminescence, overnight; hits give low values; cells stimulated with P. aeruginosa culture filtrate. activity change (cytotoxicity), % at 5 µM. actives 0.36% (n = 360,000);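 active = corrected activity change at or below -50% at 5 µM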
TWEAK Fn14 block – TWEAK-Fn14 signaling inhibition; TWEAK-stimulated Fn14 reporter cells, luciferase luminescence, 8 h; inhibition, % at 10 µM; actives 2% (n = 360,000); AID 1159606; in the data active = inhibition above about 50%
SRC3 inh – inhibits human SRC3 coactivator | actives 0.17% (n = 360,000) | HEK293 GAL4-SRC3 luciferase reporter, luminescence | inhibition, % at 3.6 µM;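 active = inhibition above a per-campaign cutoff, the mean of all compounds plus 3 SD, cut at about 60% in these data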;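 note: 0% = DMSO-treated cells and 100% = gossypol-treated cells at 36 µM; higher means less SRC3-driven luciferase light from the GAL4 reporter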
TROY signal inh – TROY signaling inhibition | Q293 LMP1-TROYcd NF-kB luciferase reporter, 4 h | actives 0.98% (n = 360,000) | inhibition, % at 10 µM | AID 1347056;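 active = compounds whose plate-normalised and pattern-corrected inhibition of the luciferase reporter signal at the single screening dose is 50% or more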
EBV LMP1 NFkB – Epstein-Barr LMP1 NF-kappaB reporter inhibition | inhibition, % at 12.5 µM | AID 504558 | LMP1-induced NF-kappaB luciferase reporter cells, luminescence | actives 0.69% (n = 350,000); in the data active = inhibition above about 41%;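 note: 0% = neutral control wells and 100% = reference inhibitor control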
C8 TRAIL sens – sensitizes caspase-8 expressing cells to TRAIL; NB7+C8 cells + TRAIL, ATPlite viability luminescence; inhibition (viability loss, TRAIL sensitization), % at 10 µM; actives 1% (n = 360,000);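 active = compounds causing at least 50% loss of cell viability in the single-dose screen, relative to plate controls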
CF NFkB inh – blocks PAF-induced NF-kB reporter in cystic fibrosis cells. inhibition, % at 5 µM. KKLEB NF-kB-GFP reporter, GFP fluorescence overnight. AID 588850. actives 0.86% (n = 360,000);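 active = at least 50% inhibition at 5 µM, scaled per plate between neutral and stimulator controls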;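 note: PAF is a Pseudomonas aeruginosa culture filtrate used as stimulus; plate controls were PAF-stimulated DMSO wells for no effect and unstimulated DMSO wells for full effect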
SRC2 inh – human SRC2 (NCOA2) inhibition. HEK293 GAL4-SRC2 luciferase reporter, luminescence. actives 0.17% (n = 370,000). Q15596. inhibition, % at 9 µM. AID 651957;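 active = inhibition above the mean inhibition of all tested compounds plus 3 SD, set per campaign, cut at about 52% in these data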;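 note: 0% = DMSO treated cells and 100% = cells given Gossypol at 36 µM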
COUP-TFII inh – NR2F2 (human) inhibition, primary screen. inhibition, % at 8.6 µM. actives 0.7% (n = 370,000). HEK293T NGFI-A luciferase reporter, luminescence;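 active = inhibition above a per-plate cutoff, mean inhibition of test wells between control levels plus 3 SD, cut at about 38% in these data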;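 note: cells cotransfected with COUP-TFII expression vector driving the NGFI-A reporter; 0% = median of COUP-TF2 test wells and 100% = reporter-only cells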
Target sequence (P24468 whole entry, looked up): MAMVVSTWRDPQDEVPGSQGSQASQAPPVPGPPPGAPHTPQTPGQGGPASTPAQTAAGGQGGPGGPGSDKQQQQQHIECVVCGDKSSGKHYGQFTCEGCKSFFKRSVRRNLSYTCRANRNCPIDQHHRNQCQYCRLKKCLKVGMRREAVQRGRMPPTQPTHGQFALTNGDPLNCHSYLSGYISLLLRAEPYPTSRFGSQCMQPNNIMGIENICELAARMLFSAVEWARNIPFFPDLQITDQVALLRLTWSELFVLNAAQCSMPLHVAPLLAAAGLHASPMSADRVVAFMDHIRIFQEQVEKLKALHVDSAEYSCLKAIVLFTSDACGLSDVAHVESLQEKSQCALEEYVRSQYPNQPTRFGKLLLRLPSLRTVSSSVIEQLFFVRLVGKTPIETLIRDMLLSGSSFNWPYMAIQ
Starred values were filed as active, the others as inactive; · = no result given.

1: CC1=C(C#N)C(c2cccnc2)C2=C(N1)c1ccccc1C2=O (configuration not stated)
2: CCOc1ccc(N2CC(C(=O)Nc3c(C)n(C)n(-c4ccccc4)c3=O)CC2=O)cc1 (configuration not stated)
3: CCOc1cc(C(=O)N2CCN(C/C=C/c3ccccc3)CC2)cc(OCC)c1OCC
4: CN(C(=O)c1ccc(NC(=O)Cc2cccc(NC(=O)C3CCCN(C(=O)CCc4ccccc4)C3)c2)cc1)C1CC1 (configuration not stated)
5: O=C1C2C3C=CC(O3)C2C(=O)N1Nc1ccccc1 (configuration not stated)
6: Cc1cc(-c2ccccc2)nc2cc(C(=O)NCCCn3ccnc3)nn12
7: CN(C)CCCn1cnc2c1c(=O)[nH]c(=O)n2Cc1ccccc1
8: CC(=O)Nc1ccc(S(=O)(=O)NN=CCCc2ccccc2)cc1
assay / entry | 1 | 2 | 3 | 4 | 5 | 6 | 7 | 8
NR5A2 inv ag | -6 | -6 | -10 | -1 | 8 | 8 | -19 | 1
NCOA1 inh | -1 | 0 | 5 | 0 | -2 | -17 | -24 | -8
KKLEB tox | 7 | 3 | -2 | 12 | -21 | -7 | 11 | 12
TWEAK Fn14 block | 27 | 6 | 2 | -22 | 3 | 13 | 8 | 12
SRC3 inh | -5 | -4 | 13 | -6 | -10 | 4 | 8 | -4
TROY signal inh | -12 | 16 | 4 | -5 | -2 | -12 | 5 | -13
EBV LMP1 NFkB | 6 | -13 | -4 | -8 | -3 | -7 | 2 | 6
C8 TRAIL sens | -4 | 11 | 4 | 8 | -7 | -10 | 1 | -16
CF NFkB inh | 7 | -5 | 12 | 1 | -25 | 1 | -22 | -11
SRC2 inh | -10 | 17 | 11 | -16 | 3 | · | 18 | -7
COUP-TFII inh | 3 | -19 | 10 | -2 | -2 | · | -16 | 7

Down the list, quoted from above.
Compounds 1–8 in C8 TRAIL sens, in turn: -4, 11, 4, 8, -7, -10, 1, -16
Compounds 1–8 in SRC2 inh, in turn: -10, 17, 11, -16, 3, ·, 18, -7
Compounds 1–8 in NR5A2 inv ag, in turn: -6, -6, -10, -1, 8, 8, -19, 1

(listing goes on)
9: Cc1noc(C)c1CSc1ncnc2sc3c(c12)CCCCC3
10: Cn1ncc(Br)c1C(=O)Nc1ccc(Br)cn1
11: C=CCOc1ccc(C2NC(=S)NC(c3ccccc3)=C2C(C)=O)cc1OC (configuration not stated)
12: COCCNC(=O)c1ccc2c(c1)S(=O)(=O)c1cc(Cl)ccc1C2=O
13: CCc1noc(C)c1C(=O)N1CCN(S(=O)(=O)c2c(C)cc(C)cc2C)CC1
14: Cc1onc(-c2ccccc2)c1C(=O)N1CCN(C/C=C/c2ccccc2)CC1
15: O=C(CCCNS(=O)(=O)c1ccc(Br)cc1)N1CC[C@@]2(O)CCCC[C@H]2C1
16: CC(C)C[C@H](N)c1cn([C@@H](Cc2ccc(O)cc2)C(=O)N2CCNCC2)nn1
assay / entry | 9 | 10 | 11 | 12 | 13 | 14 | 15 | 16
NR5A2 inv ag | 15 | -17 | 12 | 5 | -18 | 7 | 6 | 12
NCOA1 inh | 8 | 7 | 14 | 12 | -1 | -11 | 3 | -2
KKLEB tox | -4 | 16 | -2 | -1 | -6 | 0 | 3 | 9
TWEAK Fn14 block | -17 | -6 | 4 | -10 | -13 | 3 | -1 | -19
SRC3 inh | -19 | 9 | 0 | -15 | 10 | -15 | 32 | 0
TROY signal inh | 12 | -18 | 13 | 7 | 6 | -10 | 3 | 4
EBV LMP1 NFkB | 9 | -8 | -6 | -2 | 4 | -2 | 2 | 7
C8 TRAIL sens | -1 | -3 | 5 | 24 | -5 | 3 | 7 | 0
CF NFkB inh | 7 | -23 | -7 | 13 | 2 | -8 | 4 | 7
SRC2 inh | -5 | -48 | -9 | -3 | 5 | 12 | -11 | -18
COUP-TFII inh | -2 | -24 | -17 | 3 | -11 | 11 | 13 | -4

17: NC(CSC(c1ccccc1)(c1ccccc1)c1cccc2ccccc12)C(=O)O (configuration not stated)
18: CSCC[C@H](NC(=O)OC(C)(C)C)c1nnc(SCC(=O)N(C)C)o1
19: COc1ccc(N2CCN(C(c3cccs3)C(C)NC(=O)C(=O)N3CCCC3)CC2)cc1 (configuration not stated)
20: N=c1sccn1CC(=O)Nc1ccccc1Sc1ccccc1
21: Cc1cc(=O)oc2cc(OCC(=O)N3CCCC(C)C3)ccc12 (configuration not stated)
22: CCCCOc1ccc(C(=O)Nc2ccc(CN3CCOCC3)cc2)cc1
23: CCc1nnc(NS(=O)(=O)c2ccc(NC(=O)COc3ccc(Cl)c(C)c3)cc2)s1
24: Cc1cc(C)c2c(n1)SCC(=O)N2CC(=O)Nc1ccc(F)cc1
assay / entry | 17 | 18 | 19 | 20 | 21 | 22 | 23 | 24
NR5A2 inv ag | -5 | 15 | 4 | 3 | -9 | 20 | -13 | 4
NCOA1 inh | -15 | 9 | -2 | 9 | 10 | 17 | -13 | -4
KKLEB tox | -5 | -1 | -1 | -4 | -5 | 4 | 6 | -5
TWEAK Fn14 block | 14 | 6 | 5 | 11 | -18 | 14 | 4 | -8
SRC3 inh | -16 | 19 | -11 | 0 | 9 | 5 | 12 | 5
TROY signal inh | 10 | -10 | 5 | 16 | -36 | 20 | 7 | 9
EBV LMP1 NFkB | -7 | 11 | -2 | -1 | -1 | 12 | -9 | 4
C8 TRAIL sens | 14 | -6 | 11 | 1 | -8 | 15 | -4 | -12
CF NFkB inh | 6 | -12 | 12 | 3 | 7 | 6 | -6 | -14
SRC2 inh | · | -1 | -12 | -14 | -30 | 28 | -9 | 9
COUP-TFII inh | · | -1 | 11 | 8 | -1 | 32 | -3 | -4

25: COc1cc(-c2csc(N3CCOCC3)n2)cc(OC)c1OC
26: Cc1[nH]c(=O)[nH]c(=O)c1S(=O)(=O)N1CCCC(C(=O)N2CCN(c3ccccc3Cl)CC2)C1 (configuration not stated)
27: O=C(OCCOc1ccc(Br)cc1)c1cnccn1
28: COc1ccccc1NC(=O)CC1COc2ccccc2O1 (configuration not stated)
29: CCc1cccc(Nc2cc(C)nc3ncnn23)c1
30: Cc1ccccc1Oc1ncnc2sccc12
31: CCC(c1nnnn1-c1c(C)cccc1C)N1CCN(CCN2CCOCC2)CC1 (configuration not stated)
32: COCCn1c(C)cc(C(=O)CSc2nc3ccccc3c(=O)[nH]2)c1C
assay / entry | 25 | 26 | 27 | 28 | 29 | 30 | 31 | 32
NR5A2 inv ag | -9 | 8 | -5 | 7 | 16 | 39 | 10 | -127
NCOA1 inh | -12 | -20 | -11 | -17 | 6 | -15 | · | -152
KKLEB tox | -3 | 11 | 3 | -30 | 5 | 8 | · | -11
TWEAK Fn14 block | -7 | -16 | 2 | 6 | -25 | -9 | -9 | 69*
SRC3 inh | 10 | -9 | -18 | -4 | 8 | 14 | · | -91
TROY signal inh | -15 | 4 | -5 | 2 | -16 | -8 | -9 | 5
EBV LMP1 NFkB | -4 | -4 | 5 | 0 | 5 | -2 | · | -6
C8 TRAIL sens | -7 | -1 | 1 | 6 | 1 | 5 | 14 | 18
CF NFkB inh | 6 | -15 | 1 | -13 | -11 | -2 | · | 10
SRC2 inh | -28 | · | 7 | -4 | -42 | 9 | -11 | -77
COUP-TFII inh | -7 | · | 0 | -12 | -11 | 3 | 3 | -24

Continued, starting with the last 3 of the part before.
30: Cc1ccccc1Oc1ncnc2sccc12
31: CCC(c1nnnn1-c1c(C)cccc1C)N1CCN(CCN2CCOCC2)CC1 (configuration not stated)
32: COCCn1c(C)cc(C(=O)CSc2nc3ccccc3c(=O)[nH]2)c1C
33: O=C1/C(=C/c2ccc(Br)cc2)Oc2cc(O)ccc21
34: CC(=O)Nc1ccc(SCC(=O)OCC(=O)NC(=O)NC2CCCC2)cc1
35: Cc1ccc(NC(=O)CC2Oc3ccc(C)cc3NC2=O)cc1 (configuration not stated)
36: COc1ccc(Oc2c(C=O)c3ccccc3n2C)cc1
37: Cc1cc(C)c(N2CCN(S(=O)(=O)N3CCCCCC3)CC2)c(C)c1
38: CCOc1ccc(C(=O)CCCC(=O)c2ccc(OCC)cc2)cc1
39: C/C(=N\n1c(C)nc2ccccc2c1=O)c1ccc(C)o1
40: CCc1cccc(OCCCCNCCCOC)c1
assay / entry | 30 | 31 | 32 | 33 | 34 | 35 | 36 | 37 | 38 | 39 | 40
NR5A2 inv ag | 39 | 10 | -127 | -37 | -10 | -21 | 13 | 1 | -25 | -3 | 4
NCOA1 inh | -15 | · | -152 | -33 | -28 | -1 | 17 | -4 | -41 | -5 | 4
KKLEB tox | 8 | · | -11 | -17 | 7 | -3 | -6 | -3 | 12 | -4 | 17
TWEAK Fn14 block | -9 | -9 | 69* | 25 | -17 | -14 | 40 | 9 | -2 | -32 | 2
SRC3 inh | 14 | · | -91 | -35 | 12 | -4 | 23 | 22 | -28 | 19 | 16
TROY signal inh | -8 | -9 | 5 | 33 | 4 | -3 | 13 | -5 | -19 | -13 | 13
EBV LMP1 NFkB | -2 | · | -6 | 3 | -3 | -2 | 2 | 10 | -5 | -4 | 0
C8 TRAIL sens | 5 | 14 | 18 | -1 | -4 | 4 | 1 | -7 | 2 | -1 | 1
CF NFkB inh | -2 | · | 10 | 3 | 16 | 8 | 28 | 16 | -1 | 1 | -9
SRC2 inh | 9 | -11 | -77 | -31 | -9 | -20 | 3 | 16 | -14 | -31 | -1
COUP-TFII inh | 3 | 3 | -24 | -6 | 12 | -21 | 15 | 2 | -20 | -7 | 6

The final 2 records of the section before open the next one.
39: C/C(=N\n1c(C)nc2ccccc2c1=O)c1ccc(C)o1
40: CCc1cccc(OCCCCNCCCOC)c1
41: COc1ccc(OCC(=O)OC(C)CN2CCCCC2)cc1 (configuration not stated)
42: CCOC(=O)c1sc2nc(C)nc(N3CCN(c4ncccn4)CC3)c2c1C
43: COc1cccc(N=C2SC(C(=O)Nc3ccccc3F)CC(=O)N2C)c1 (configuration not stated)
44: CCCc1c(-c2ccc(Cl)cc2)ncn1CCc1ccccc1OC
45: COc1cc(/C=N/NC(=O)c2ccncc2)ccc1Oc1ccc([N+](=O)[O-])cn1
46: O=C(NCCCN1CCOCC1)c1ccc(NS(=O)(=O)c2cccc([N+](=O)[O-])c2)cc1
assay / entry | 39 | 40 | 41 | 42 | 43 | 44 | 45 | 46
NR5A2 inv ag | -3 | 4 | 10 | -6 | 18 | -26 | -9 | 1
NCOA1 inh | -5 | 4 | 1 | -14 | 3 | · | -5 | -41
KKLEB tox | -4 | 17 | 8 | 4 | 8 | · | -10 | 5
TWEAK Fn14 block | -32 | 2 | 1 | 1 | -7 | 17 | 6 | 0
SRC3 inh | 19 | 16 | -22 | 17 | -7 | · | -2 | -16
TROY signal inh | -13 | 13 | 12 | 6 | -4 | 16 | -8 | 0
EBV LMP1 NFkB | -4 | 0 | 1 | -1 | -2 | · | -7 | 0
C8 TRAIL sens | -1 | 1 | 6 | -1 | -1 | 19 | 18 | -6
CF NFkB inh | 1 | -9 | 5 | 2 | -9 | · | 0 | -1
SRC2 inh | -31 | -1 | -16 | 13 | 6 | 8 | -33 | -12
COUP-TFII inh | -7 | 6 | -9 | -19 | 3 | 5 | -11 | 4

Screening data: PubChem BioAssay, several laboratories
